# Screening data as filed in PubChem BioAssay.
# DT40 TDP1 CPT – qHTS for Inhibitors of human tyrosyl-DNA phosphodiesterase 1 (TDP1): qHTS in cells in presence of CPT; chicken DT40 Tdp1-/-;hTDP1 cells + 20 nM CPT, ATP luminescence, 48 h; Potency, µM (titrated, usually from 46.2 µM), without a hit: top-dose activity change, negative = growth inhibition, actives largely listed as inhibitors; actives 12% (n = 420,000); note: nearly all actives have a fitted effect of over 55% in size
#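 Chicken DT40 Tdp1-/- cells complemented with human TDP1, 400 cells/well, exposed to compounds plus 20 nM camptothecin for at least 48 h at 37 C; viability read as ATP content by CellTiter-Glo luminescence.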
# TDP1 cell noCPT – qHTS for Inhibitors of human tyrosyl-DNA phosphodiesterase 1 (TDP1): qHTS in cells in absence of CPT; AID 686978, 2013; Potency, µM (highest dose often 46.2 µM), without a hit: at the top dose activity change, negative = growth inhibition, hits mostly inhibitors; actives 15% (n = 420,000); DT40 Tdp1-/- hTDP1 cells, no CPT, ATP luminescence, 48 h; note: nearly all actives have a fitted effect of over 55% in size
#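 Stably hTDP1-transfected Tdp1-null chicken DT40 cells were treated with library compounds minus camptothecin and grown for at least 48 hr at 37 °C, after which cellular ATP was quantified by luminescence.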
# TDP1 inh – qHTS Assay for Inhibitors of Tyrosyl-DNA Phosphodiesterase (TDP1). AID 485290, 2010. actives 0.28% (n = 350,000). recombinant TDP1, AlphaScreen DNA substrate cleavage. Potency, µM (top dose mostly 130 µM), inactives show at the top dose activity change, negative = inhibition, hits mostly inhibitors. Tyrosyl-DNA phosphodiesterase 1 (Homo sapiens), Q9NUW8; note: nearly all actives have a fitted effect of over 40% in size
# Target sequence (Q9NUW8 whole entry, looked up): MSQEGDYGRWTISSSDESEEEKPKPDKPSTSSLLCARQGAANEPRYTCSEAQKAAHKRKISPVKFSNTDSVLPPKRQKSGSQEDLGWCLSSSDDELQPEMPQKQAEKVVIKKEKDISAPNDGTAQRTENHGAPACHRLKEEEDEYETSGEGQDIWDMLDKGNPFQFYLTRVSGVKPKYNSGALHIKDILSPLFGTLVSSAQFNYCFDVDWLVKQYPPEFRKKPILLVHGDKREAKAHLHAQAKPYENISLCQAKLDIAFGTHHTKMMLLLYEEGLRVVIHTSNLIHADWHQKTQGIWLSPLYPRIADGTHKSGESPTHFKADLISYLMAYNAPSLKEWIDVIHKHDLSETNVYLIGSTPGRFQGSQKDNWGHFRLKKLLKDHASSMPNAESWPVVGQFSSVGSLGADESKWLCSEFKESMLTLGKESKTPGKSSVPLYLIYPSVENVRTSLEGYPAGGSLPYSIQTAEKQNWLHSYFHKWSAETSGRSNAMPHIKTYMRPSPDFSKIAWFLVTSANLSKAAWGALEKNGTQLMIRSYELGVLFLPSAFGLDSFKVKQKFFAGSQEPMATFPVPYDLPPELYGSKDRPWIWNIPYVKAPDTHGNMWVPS
#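 Enzyme-compound mixtures sat 15 min at room temperature, followed by a 5 min reaction with 15 nM final substrate and 10 min with AlphaScreen beads. Recombinant human Tdp1 was used at 1 nM final.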
# * hit, by the source's call; ? = inconclusive; . = no result given; [ ] = dose if it differs, or a comment. Calls come from the whole dose curve; as a rule, active = well fitted curve in the direction sought with a large enough effect; inconclusive = small, poorly fitted or top-dose-only effect, or another doubt; inactive = no such curve, though single readings can be large; an effect the other way counts as inactive or inconclusive. % is set by controls: 0 for no effect and ±100 for the full control effect; potency is the fitted concentration of half-maximal effect.
SMILES	DT40 TDP1 CPT	TDP1 cell noCPT	TDP1 inh
Cc1ccc(NC(=O)CN2C(=O)C3CC=CCC3C2=O)cc1S(=O)(=O)N1CCOCC1 (stereo not given)	-5.1%	-15.6%	5.3%
O=C(c1ccccc1NS(=O)(=O)c1ccc(F)cc1)N1CCOCC1	0.2%	-5.4%	3.3%
Cc1ccccc1CSc1nnc(CCCCCNC(=O)OC(C)(C)C)o1	?	?	.
CCCCCC(=O)Nc1ccc(NC(=O)c2cc3ccccc3o2)c(OC)c1	6.51µM*	4.61µM*	-9.3%[12.3 µM]
Cc1ccc(C2=NN(C(=O)CCCC(=O)O)C(c3ccc4c(c3)OCO4)C2)cc1 (stereo not given)	-2.8%	9.0%	.
Cc1ccc(Cl)cc1NC(=O)C(Cc1ccccc1)NS(=O)(=O)c1cccc2nsnc12 (stereo not given)	?	?	2.3%
CN(C)/C(CN1CCN(C=O)CC1)=C1\N=C(c2ccccc2)OC1=O	?	-22.4%	-7.9%
COc1ccccc1-c1nnc(NC(=O)CCS(=O)(=O)c2ccccc2)o1	23.1µM*	18.4µM*	4.4%
CCCN(C(=O)c1cc2c(=O)oc3ccccc3c2s1)c1ccccc1C	18.4µM*	?	5.9%
Cc1ccc(Sc2c(C#N)c(-c3ccccc3)nn2C)cc1	?	?	.
COC(C/C=C\[C@H](O)COCc1ccccc1)OC	-16.5%	-5.8%	.
O=C(NC1CCSc2ccccc21)c1cccc(Br)c1 (stereo not given)	?	-25.0%	1.6%
COc1ccc(C(=O)NCc2ccc(N3CCN(C)CC3)cc2)cc1	-4.6%	-19.4%	.
O=C(O)c1cc(-c2ccc(/C=C3/SC(=S)N(Cc4ccccc4)C3=O)o2)ccc1Cl	21.9%	16.2%	.
CCOC(=O)CNC(=S)N(Cc1cccs1)C1CCCCC1	1.3%	3.1%	1.2%
COc1ccc(CCN=C(N)NS(=O)(=O)c2ccc(C)cc2)cc1OC	-0.4%	-28.3%	-5.3%
O=C(C1CCCN(S(=O)(=O)c2ccc(F)cc2)C1)N1CCCCCC1 (stereo not given)	11.6µM*	8.2µM*	3.6%
CCOc1ncccc1C(=O)NCCc1ccc(Cl)cc1	?	?	.
COC1=CC(C)C2CC3OC(=O)CC4C(C)=C(OC)C(=O)C([C@]2(C)C1=O)[C@]34C (stereo not given in full)	18.5%	-3.0%	8.9%[56.1 µM]
N#Cc1c(NC(=O)CSc2nnnn2C2CCCCC2)sc2c1CCCC2	?	16.4µM*	6.9%

# Three structures from above, arranged by number of heavy atoms, smallest number first:
SMILES	DT40 TDP1 CPT	TDP1 cell noCPT	TDP1 inh
O=C(c1ccccc1NS(=O)(=O)c1ccc(F)cc1)N1CCOCC1	0.2%	-5.4%	3.3%
COc1ccc(CCN=C(N)NS(=O)(=O)c2ccc(C)cc2)cc1OC	-0.4%	-28.3%	-5.3%
CCCCCC(=O)Nc1ccc(NC(=O)c2cc3ccccc3o2)c(OC)c1	6.51µM*	4.61µM*	-9.3%[12.3 µM]

# Additional structures follow:
SMILES	DT40 TDP1 CPT	TDP1 cell noCPT	TDP1 inh
COc1ccc(C2=NS(=O)(=O)N(C)C(C(=O)N3CCN(C)CC3)=C2)cc1	-21.1%	9.5%	.
Cc1ccc(N(Cc2cccs2)C(=O)COc2ccccc2[N+](=O)[O-])cc1	20.6µM*	23.1µM*	0.5%
COc1ccc(OC)c(-c2csc(NC(=O)CN3C(=O)C4CCCCC4C3=O)n2)c1 (stereo not given)	-25.3%	-15.5%	1.7%
CC1(C)OC(=O)C(=CNC(CO)C(=O)O)C(=O)O1 (stereo not given)	-4.3%	-11.9%	0.0%
Cc1ccc(NC(=O)Cn2nnc3sc4c(c3c2=O)CCC(C)C4)cc1 (stereo not given)	?	-79.2%	-9.3%
O=C(NNC(=O)c1ccccc1O)c1ccc(Br)cc1	?	?	.
c1coc(CNc2nc3ccccc3s2)c1	0.8%	2.0%	.
C[C@H](CO)N1C[C@H](C)[C@@H](CN(C)Cc2ccc(C(=O)O)cc2)Oc2c(NC(=O)c3ccncc3)cccc2C1=O	-12.6%	-21.5%	5.5%
CCOC(=O)C1(CC2CCCCO2)CCN(S(=O)(=O)c2ccc(OC)cc2)CC1 (stereo not given)	-23.6%	-3.8%	0.0%
Cc1ccc(CSCC(=O)N/N=C/c2ccc(OCC(=O)Nc3ccc(C)cc3)cc2)cc1	?	?	.
COc1ccc(N2CCN(C(=O)C(=O)c3c[nH]c4ccccc34)CC2)cc1	-3.9%	-23.1%	6.3%
CC(=O)N(Nc1ccccc1)c1ccccc1	1.9%	-2.2%	.
Cc1nn(CCOc2cccc(Br)c2)c(C)c1[N+](=O)[O-]	2.8%	0.0%	-7.5%
COc1cccc(-c2cc(C(=O)NCc3ccco3)no2)c1	5.2%	-22.8%	3.9%
O=C(CCc1nc2ccccc2c(=O)[nH]1)Nc1ccc(N2CCCCC2)cc1	-1.5%	-20.5%	4.7%
Cc1cc(F)cc(-c2cc(C(=O)NCc3cccc(Cl)c3)[nH]n2)c1	?	-22.1%	.
O=C(CSc1nnnn1-c1cccc(F)c1)Nc1nc2ccccc2s1	-0.2%	5.8%	-3.3%
COC(=O)c1ccc(CSc2nc3c([nH]c4ccccc43)c(=O)n2-c2cc(C)cc(C)c2)o1	?	?	4.4%
CCCCCn1c(C)c2c(OCC)cccc(=O)c2c1C	23.1µM*	?	9.0%
CCc1ccccc1NC(=O)c1nnn(-c2ccc(F)cc2)c1C	-17.1%	?	-2.9%
CCCCNC(=O)c1onc(CSc2ccccc2C)c1C(=O)O	?	-29.1%	4.1%
CCCCCC(=O)Nc1cccc(S(=O)(=O)NC2=NCCC2)c1	0.5%	-1.3%	0.5%
COc1cc(NC(=O)c2ccccc2-c2ccccc2)cc(OC)c1	?	?	-8.9%
COc1ccc(C(=O)N2CCN(CCCc3ccccc3)CC2)cc1OC	10.7%	?	.
COc1ccc(NC(=O)c2cc3c(=O)n(C)c4ccccc4c3s2)cc1OC	11.3%	1.7%	0.0%
O=C(c1ccccc1)N1CCN(c2ccc([N+](=O)[O-])c(N3CCOCC3)c2)CC1	?	?	5.5%
COc1ccc2c(c1)nc(CN1CCN(CCO)CC1)n2C	-8.5%	24.5%	.
COc1ccc(N(C(=O)CCl)C(C(=O)NCCc2ccccc2)c2cccs2)cc1 (stereo not given)	4.61µM*	4.11µM*	1.2%
Cn1cc([N+](=O)[O-])c(C(=O)Nc2cc(Oc3ccccc3)cc([N+](=O)[O-])c2)n1	-8.6%	-24.3%	5.5%
O=C(Nc1ccc2c(c1)C(=O)N(CC1CCCO1)C2=O)c1cccc(Br)c1 (stereo not given)	?	-15.1%	3.8%
COc1cccc(-c2nnc(SCC(=O)OC(C)C)n2Cc2ccco2)c1	?	?	1.0%
Cc1cc(C)cc(NC(=O)Cn2c(=O)oc3cc(S(=O)(=O)N4CCC(C)CC4)ccc32)c1	6.51µM*	14.6µM*	3.9%
CCc1ccc(N2CC(C(=O)N3CCN(S(=O)(=O)c4cccc(F)c4)CC3)CC2=O)cc1 (stereo not given)	?	?	.
O=C(O)c1ccc(NC(=O)C2CC=CCC2C(=O)O)cc1 (stereo not given)	3.6%	4.2%	.
Cc1ccc(C(=O)NCc2ccccc2CN2CCCC2)cc1S(=O)(=O)N1CCOCC1	?	1.9%	-3.4%
CCOn1c(=O)c(=O)n(OCc2ccccc2)c2ccccc21	-12.0%	-17.0%	7.8%
O=C(O)CN(c1ccccc1F)S(=O)(=O)c1ccccc1	-12.9%	-23.6%	3.9%
COc1ccc(C(=O)c2coc3c2C(=O)C(=O)c2ccccc2-3)cc1	2.59µM*	4.61µM*	10.7%
CCc1ccc(C2c3[nH]c4ccccc4c3CCN2C(=O)c2cc(C)nn2C)cc1 (stereo not given)	?	?	7.4%
Cc1nnc(SCC(=O)Nc2nccs2)n1N	7.8%	0.6%	-1.4%
COc1ccc(NC(=O)COC(=O)CCNS(=O)(=O)c2ccc(Cl)cc2)cc1	-12.6%	-2.1%	3.1%
CCCCN(C(=O)c1ccc(C#N)cc1)c1c(N)n(CCC)c(=O)[nH]c1=O	-14.2%	?	18.2%
CCn1cc(CNC(=O)c2ccc3nc(Cc4ccccc4F)oc3c2)cn1	11.6µM*	11.6µM*	6.5%
O=C(Cn1[nH]c(=O)c2ccccc2c1=O)NC1CCN(Cc2ccccc2)CC1	?	-11.1%	2.0%
CCCCC(=O)OCc1c(-c2cccc(OC)c2)ncc2ccccc12	?	?	.
COc1ccc(Nc2nnc(SCC(=O)N3CC(=O)Nc4ccccc43)s2)cc1	-18.3%	-22.8%	.
COc1ccc(C(C)(NC(C)=O)c2nc(-c3cccc(C(F)(F)F)c3)cs2)cc1 (stereo not given)	?	?	.
CCOC(=O)c1c(S(=O)(=O)NCC(=O)N(C)Cc2ccccc2)c(C)n(C)c1C	-19.1%	-12.9%	4.4%
Cc1cc2oc3c(c(=O)c2cc1C)C(c1ccc(C(C)C)cc1)N(c1nc(C)c(C)s1)C3=O (stereo not given)	-12.5%	0.6%	-1.1%
O=C(CSc1nnc(COc2ccc(Cl)cc2)o1)N1CCCC1	-29.1%	?	-11.1%
COc1ccc(-n2c(CN3CCC(C(N)=O)CC3)nc3ccc([N+](=O)[O-])cc3c2=O)c(OC)c1	-18.3%	-22.8%	4.6%
COc1ccc2[nH]cc(CCNC(=O)Nc3ccccc3C)c2c1	26.4%	-7.0%	6.3%
CCN(CC)C(=O)c1cccc(-c2csc(C(O)c3cccc(Cl)c3)n2)c1 (stereo not given)	?	16.4µM*	.
CCN1C(=O)[C@H]2[C@@H](c3ccc(OC)cc3)N[C@]3(CCCN(Cc4ccc(C(F)(F)F)cc4)C3=O)[C@H]2C1=O	?	18.4µM*	.
COc1cccc(-n2c(SCC(=O)N3c4ccccc4CC3C)nnc2-c2ccco2)c1 (stereo not given)	?	?	5.6%
CCOC(=O)c1cccc(NC(=O)CCCn2c(C)c3cnn(-c4ccccc4)c(=O)c3c2C)c1	18.4µM*	16.4µM*	12.7%
C[C@H](CO)N1C[C@H](C)[C@@H](CN(C)S(=O)(=O)c2cccs2)Oc2ccc(NC(=O)CCC(F)(F)F)cc2C1=O	-25.0%	-15.5%	0.9%
COC(=O)CN1C(=O)C(C)(C)c2cc(S(=O)(=O)NCc3ccc(Cl)cc3)ccc21	?	-6.4%	-4.4%
CCCC(NS(=O)(=O)c1ccc(OC)cc1)C(=O)O (stereo not given)	11.2%	-6.5%	0.9%
CC1(C(=O)NCC2CC2)CCN1C(=O)C1(c2ccc(Cl)cc2)CC1 (stereo not given)	?	-21.7%	.

# Compound profiles (already shown). Order of values: DT40 TDP1 CPT, TDP1 cell noCPT, TDP1 inh
# `COC(C/C=C\[C@H](O)COCc1ccccc1)OC` in the list: -16.5%, -5.8%, .
# `Cc1ccc(Sc2c(C#N)c(-c3ccccc3)nn2C)cc1` in the list: ?, ?, .
# `c1coc(CNc2nc3ccccc3s2)c1` in the list: 0.8%, 2.0%, .

# Continuation:
SMILES	DT40 TDP1 CPT	TDP1 cell noCPT	TDP1 inh
CC1=C(C(=O)N2CCOCC2)CC(CC(=O)NCc2ccco2)C(=O)N1CCC1=CCCCC1 (stereo not given)	-10.5%	?	.
Cc1ccc(S(=O)(=O)NCCCNC(=O)N2CCOCC2)cc1	-3.3%	-1.0%	9.8%
CC(C)CC(=O)NC(=S)Nc1ccc(S(=O)(=O)NC(C)(C)C)cc1	?	23.1µM*	2.8%
Cc1nn(C(C)C(=O)Nc2ccccc2C(F)(F)F)c(=O)c2c1sc1ccccc12 (stereo not given)	-6.0%	-10.2%	2.9%
CN(Cc1c(F)cccc1Cl)C(=O)CNC(=O)c1sc2ccccc2c1Cl	-20.8%	-24.2%	.
COCCNC(=O)c1c(C)oc2nc(C)nc(N3CCOCC3)c12	-0.4%	9.0%	2.1%
COc1cccc2c(C)c(C(=O)O)[nH]c12	-3.0%	-20.4%	-12.2%
O=C(O)c1ccc(S(=O)(=O)N2CCCC2)cc1	1.6%	-4.0%	.

# Structures shown so far that contain a tert-butyl group (2):
SMILES	DT40 TDP1 CPT	TDP1 cell noCPT	TDP1 inh
Cc1ccccc1CSc1nnc(CCCCCNC(=O)OC(C)(C)C)o1	?	?	.
CC(C)CC(=O)NC(=S)Nc1ccc(S(=O)(=O)NC(C)(C)C)cc1	?	23.1µM*	2.8%
